Source: PubChem
DRD3 antagonist = antagonists of human D3 dopamine receptor | D3R cells, DiscoveRx beta-arrestin luminescence, antagonist mode; active compounds read low | max response, negative = inhibition, % | 2.5% of 360,000 active | AID 652054; in the data active = max response below about -50%; inconclusive = no clear call, values can overlap the other calls; note: % is set by controls: 0 for no effect and ±100 for the full control effect; mostly tested at two doses, the higher about 12 µM
Target sequence (P35462 whole entry, looked up): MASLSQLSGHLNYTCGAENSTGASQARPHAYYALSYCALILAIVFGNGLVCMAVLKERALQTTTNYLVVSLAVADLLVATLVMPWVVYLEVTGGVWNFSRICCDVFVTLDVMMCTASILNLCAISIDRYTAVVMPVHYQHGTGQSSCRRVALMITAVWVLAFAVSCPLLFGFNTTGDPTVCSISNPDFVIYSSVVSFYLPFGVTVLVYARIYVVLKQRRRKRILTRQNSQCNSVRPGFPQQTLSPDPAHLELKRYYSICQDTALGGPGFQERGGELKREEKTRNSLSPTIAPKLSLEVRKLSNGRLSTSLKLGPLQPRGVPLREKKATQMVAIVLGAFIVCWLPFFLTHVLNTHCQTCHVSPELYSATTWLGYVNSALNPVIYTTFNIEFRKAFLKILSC
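Cells plated overnight at 1500 cells/well, then exposed to library compounds with dopamine controls for 90 minutes at 37 degrees C. DiscoveRx reagent added for 30–60 minutes at room temperature; luminescence read, quantitative HTS format.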
HEK293 tox = cytotoxicity counter-screen for GLP-1 receptor inverse agonists; HEK293 cAMP-luciferase reporter cells, luminescence, 24 h; Potency, µM (titrated, usually from 38.3 µM), without a hit: top-dose activity change, negative = inhibition, usual class: inhibitors; AID 624418; 0.13% of 410,000 active;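 note: loss of luciferase light is scored as toxicity; potency is the fitted concentration of half-maximal effect; % is set by controls: 0 for no effect and ±100 for the full control effect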
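Compound-treated cells are incubated 24 hr at 37 deg C under 5% CO2 after a 12 hour attachment period, then luciferase detection reagent is added and luminescence is measured following 12 min at room temperature; lowered signal indicates toxicity.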
PTHR1 agonist = activates the human parathyroid hormone receptor PTHR1. Q03431. HEK293 GP2 PTHR1 cells, GloSensor cAMP luminescence, 1 h. AID 743266. Potency, µM (doses to about 115 µM), for the others: at the highest dose activation, most hits filed as activators. 0.075% of 410,000 active; note: potency is the fitted concentration of half-maximal effect; nearly all actives have a fitted effect of over 55% in size; some results filed as inactive show a strong effect at the top dose; inactives centre near -15; many of its hits are not listed in these tables
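HEK-293-derived GP2 cells expressing PTHR1 and a GloSensor cAMP reporter, 3,000/well, plated overnight, given luciferin plus IBMX (each 0.5 mM as added) for 1 h at 37 °C, then compound for 1 h at 37 °C. Luminescence was read after 15 min at room temperature.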
aSyn rescue = inhibitors of alpha-synuclein toxicity in yeast; Yeast expressing alpha-synuclein, growth rescue, BacTiter-Glo, 24 h; Potency, µM (highest dose often 46.1 µM), without a hit: at the highest dose growth rescue (activation), most hits filed as activators; 0.14% of 370,000 active; note: potency is the fitted concentration of half-maximal effect; % of control where 0% means no effect; nearly all actives have a fitted effect of over 65% in size
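Galactose-induced alpha-syn yeast (OD600=0.02, raffinose-pregrown) + pinned cpd, 24 hr, 30 deg C; growth by BacTiter-Glo luminescence. Growth restoration scores as activation.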
KB-V1 MDR tox = KB-V1 MDR subline cytotoxicity; KB-V1 MDR cells viability, CellTiter-Glo, 72 h; Potency, µM (top dose mostly 46.1 µM), for the others: at the top dose activity change, negative = cytotoxicity, hits mostly cytotoxic; 3.4% of 400,000 active; note: potency is the fitted concentration of half-maximal effect; % is set by controls: 0 for no effect and ±100 for the full control effect; nearly all actives have a fitted effect of over 60% in size
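In this primary screen, KB-V1 cells overexpressing P-gp are incubated with library compounds (lowest to highest concentration) for 72 h at 37 degrees C before a luminescent ATP viability read.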
GLP1R inv ag = inverse agonists of human GLP-1 receptor; P43220; 1.6% of 410,000 active; Potency, µM (titrated, usually from 38.3 µM), for inactives: at the highest dose activity change, negative = inhibition, most hits filed as inhibitors; AID 624417; HEK293 GLP-1R CRE-luciferase, luminescence, 24 h; GLP-1R form is constitutively active; note: potency is the fitted concentration of half-maximal effect; % is set by controls: 0 for no effect and ±100 for the full control effect; nearly all actives have a fitted effect of over 55% in size
Target sequence (P43220 whole entry, looked up): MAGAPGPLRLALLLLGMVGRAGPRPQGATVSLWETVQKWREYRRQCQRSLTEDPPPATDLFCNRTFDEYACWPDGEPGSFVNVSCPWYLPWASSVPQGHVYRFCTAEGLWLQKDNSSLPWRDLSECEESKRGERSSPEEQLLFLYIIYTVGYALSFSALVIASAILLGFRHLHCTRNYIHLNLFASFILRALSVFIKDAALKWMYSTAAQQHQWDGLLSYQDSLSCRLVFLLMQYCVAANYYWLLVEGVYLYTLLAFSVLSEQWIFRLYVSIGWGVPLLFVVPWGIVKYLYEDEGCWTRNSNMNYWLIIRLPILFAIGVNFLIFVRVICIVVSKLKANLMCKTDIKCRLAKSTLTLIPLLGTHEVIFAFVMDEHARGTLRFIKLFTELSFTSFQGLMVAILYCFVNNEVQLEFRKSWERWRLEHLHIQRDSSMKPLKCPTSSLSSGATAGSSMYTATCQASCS
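GLP-1R inverse agonism mode: basal reporter luminescence in engineered HEK293 cells measured after one day of compound exposure at 37 deg C, with a 12 min room-temperature detection step.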
DRD3 agonist = agonists of human D3 dopamine receptor; D3R DiscoveRx beta-arrestin cells, luminescence, 90 min; max activation, %; 0.58% of 410,000 active; AID 652048; in the data active = max activation above about 30%; note: 0% is about no effect; mostly tested at two doses, the higher about 12 µM
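Agonist-mode cell screen: cells plated at 1500/well and incubated overnight at 37 °C, then exposed to library compounds for 90 min at 37 °C. Detection reagent was added for 30–60 min at room temperature, and luminescence was read.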
GLP-1R agonist = agonists of human GLP-1 receptor. 0.007% of 380,000 active. P43220. HEK293 GLP-1R CRE-luciferase, luminescence, 4-6 h; cells express a hypersensitive GLP-1R form. Potency, µM (highest dose often 45.6 µM), inactives show at the highest dose activation, most hits filed as activators; note: potency is the fitted concentration of half-maximal effect; % of control where 0% means no effect
TDP-43 yeast inh = rescues yeast growth from TDP-43 toxicity | TDP-43 expressing yeast growth rescue, BacTiter-Glo, 24 h | Potency, µM (doses to about 46.1 µM), without a hit: top-dose growth rescue (activation), most hits filed as activators | 1.8% of 410,000 active; note: potency is the fitted concentration of half-maximal effect; % of control where 0% means no effect; nearly all actives have a fitted effect of over 50% in size
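In this qHTS, compounds that restore growth of yeast expressing TDP-43 appear as activators. Cells (OD600=0.02, galactose medium, raffinose-pregrown) are incubated with compound 24 hr at 30 deg C and growth is quantified by BacTiter-Glo.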
Numbers without * were called inactive; i = inactive; u = inconclusive; x = not tested or not shown; & = joins results of further samples; [ ] = another dose, or the depositor's remark. Unless noted, calls come from the whole dose curve; as a rule, active = well fitted curve in the direction sought with a large enough effect; inconclusive = small, poorly fitted or top-dose-only effect, or another doubt; inactive = no such curve, though single readings can be large; an effect the other way counts as inactive or inconclusive. These rows are one share of the data; rates above refer to the full screens.

cpd	Molecule	DRD3 antagonist	HEK293 tox	PTHR1 agonist	aSyn rescue	KB-V1 MDR tox
1	CCOC(=O)c1sc(-c2ccccc2)cc1NC(=O)Nc1ccc([N+](=O)[O-])cc1	-10	20%	i	-9%	u
2	CCN(CC(=O)Nc1c(F)cccc1F)C(=O)c1ccc(C)c(S(=O)(=O)N2CCCCC2)c1	-2	-2%	-1%	-3%	-4%
3	Cc1c(-c2ccccc2)nc2ccccc2c1C(=O)OCC(=O)Nc1ncc(C(F)(F)F)cc1Cl	-7	14%	-53%[inhibitor]	15%	-4%
4	Cc1cccc(NS(=O)(=O)c2cc3c(cc2C)n(C)c(=O)c(=O)n3C)c1	-14	-11%	-13%	7%	-9%
5	Cc1cccc(NCC(=O)N/N=C\c2ccccn2)c1	6	-1%	i	-1%	u
6	Cc1ccc(S(=O)(=O)NCc2ccncc2)c(C)c1C	19	-16%	-34%	0%	u
7	COc1ccc(OC)c(N(CC(=O)N2CCN(Cc3ccccc3)CC2)S(C)(=O)=O)c1	-21	5%	i	-3%	18%
8	Cc1ccc2c(C)nc(/N=C(\N)NC(=O)N3c4ccccc4Sc4ccccc43)nc2c1	-22&2	-5%&-6%	-13%	12%&-3%	u
9	CCOC(=O)C(C)/C(C)=N/NC(N)=S (stereo not drawn)	13	0.56µM*	5%	0%	0%
10	COC(=O)c1ccc(OC(=O)c2ccc(OC)c(OC)c2)c(OC)c1	-10	-10%	-13%[57.5 µM]	3%	1%

cpd	GLP1R inv ag	DRD3 agonist	GLP-1R agonist	TDP-43 yeast inh
1	12%	-3	-8%	-9%
2	13%	-9	6%	-20%
3	u	-2	-13%	-5%
4	-4%	-3	2%	0%
5	16%	16	0%	-10%
6	-18%	1	-1%	0%
7	-21%	-2	0%	-23%
8	5%&16%	-1&4	-3%&0%	u
9	u	-2	-1%	16%
10	4%	2	17%	8%

(next part)
cpd	Molecule	DRD3 antagonist	HEK293 tox	PTHR1 agonist	aSyn rescue	KB-V1 MDR tox
11	NS(=O)(=O)c1ccc(-n2nc(C(=O)O)cc2-c2ccc(Cl)cc2)cc1	9	-4%	-76%[inhibitor]	1%	-2%
12	CC1CCCN(C(=O)CSc2nnc(-c3ccco3)n2C)C1 (stereo not drawn)	12	0%	-23%	5%	-21%
13	CC(C)CCNS(=O)(=O)c1ccc(N2CCCCS2(=O)=O)cc1	x	3%	-80%[inhibitor]	x	7%
14	CCOC(O)[C@H]1N[C@@H](c2ccc(Cl)cc2)[C@@H]([N+](=O)[O-])[C@@H]1c1ccccc1 (stereo partly drawn)	8	-4%	-43%[inhibitor]	15%	-5%
15	O=C(Nc1ccccc1)c1ccc(OC(=O)c2cc3ccccc3o2)cc1	-14	7%	-1%	1%	17%
16	CC(C)(C)S(=O)(=O)/C(C#N)=N/Nc1ccc(S(C)(=O)=O)cc1	-16	-15%	i	1%	7%
17	O=C(COc1ccc(F)cc1Cl)Nc1cccc(S(=O)(=O)N2CCCC2)c1	-7	-4%	-31%[inhibitor]	-2%	1%
18	Cc1ccc(CN2C(=O)c3ccccc3C2C(=O)NCc2cccnc2)cc1 (stereo not drawn)	0	3%	-22%	3%	-21%
19	CCOC(=O)NN=C1CCC(c2ccccc2)CC1 (stereo not drawn)	4	0%	-58%[inhibitor]	1%	-19%
20	O=C(NCc1nc2ccccc2[nH]1)C1=C[C@@H](c2ccc(Br)cc2)C[C@@H](OCCCCO)O1	0	-11%	-8%	4%	u

cpd	GLP1R inv ag	DRD3 agonist	GLP-1R agonist	TDP-43 yeast inh
11	-9%	3	5%	-19%
12	10%	-2	5%	19%
13	-23%	-9	x	16%[9.22 µM]
14	-25%	1	-2%	u
15	2%	1	2%	-13%
16	6%	-5	-1%	-17%
17	u	-1	22%	35µM*
18	11%	-5	-4%	17%
19	-30%	-6	-2%	-8%
20	-14%	21	8%	20%

More compounds:
cpd	Molecule	DRD3 antagonist	HEK293 tox	PTHR1 agonist	aSyn rescue	KB-V1 MDR tox
21	Cc1c(CNC(=O)c2cnn3c2NC(c2ccc(Br)cc2)CC3C(F)(F)F)cnn1C (stereo not drawn)	20	-5%	-8%[57.5 µM]	4%	21%
22	Cc1cc(NC(=O)/C=C/C(=O)N(c2ccccc2C)C(C(=O)NC2CCCC2)c2ccc(F)cc2)no1 (stereo not drawn)	-23	-25%	-1%[57.5 µM]	0%	-18%
23	O=S(=O)(Cc1ccccc1)N1CCN(Cc2ccc(Br)cc2)CC1	-24	-3%	-23%	2%	-1%
24	NCCCCCc1nnc(SCC(N)=O)o1	-8	2%[7.66 µM]	6%	-15%	-10%
25	O=c1c2c3n(c(=O)nc2[nH]n1-c1ccccc1)CCCCC3	-10	-2%	-20%[57.5 µM]	-7%	-5%
26	CC(C)c1ccc(C(=O)CC2(O)C(=O)N(CN3CCOCC3)c3ccccc32)cc1 (stereo not drawn)	-1	-17%	-10%[57.5 µM]	0%	2%
27	COc1ccc(OC)c(-c2nc(CN(C)C(C)c3ccncn3)c(C)o2)c1 (stereo not drawn)	9	1%[7.66 µM]	i	1%	2%
28	Cc1sc2nc(COC(=O)c3c(F)cccc3F)[nH]c(=O)c2c1C	-1	20%	-14%	0%	-3%
29	CCC(C(=O)OCC(=O)C1(O)CCC2C3CCC4=CC(=O)CCC4(C)C3C(O)CC21C)C(C)C (stereo not drawn)	16	-26%	-31%[inhibitor]	11%	u
30	CC(C)(Oc1ccc(Cl)cc1)C(=O)Nc1cccc(-c2cn3cccnc3n2)c1	x	0%	-8%	x	14%

cpd	GLP1R inv ag	DRD3 agonist	GLP-1R agonist	TDP-43 yeast inh
21	u	2	-5%	-5%
22	u	-10	0%	-2%
23	-16%	-30	-7%	-8%
24	-3%[7.66 µM]	-6	0%	-17%
25	15%	5	-11%	2%
26	1%	-1	1%	6%
27	-16%[7.66 µM]	1	21%	14%[9.22 µM]
28	25%	-6	11%	-21%
29	u	14	-4%	8%
30	2%	-9	x	-4%

Next section.
cpd	Molecule	DRD3 antagonist	HEK293 tox	PTHR1 agonist	aSyn rescue	KB-V1 MDR tox
31	Cc1cc(C)n(CC(O)CN(c2cccc([N+](=O)[O-])c2)S(=O)(=O)c2ccccc2)n1 (stereo not drawn)	12	7%	i	0%	-6%
32	O=S(=O)(Nc1ccc(-c2cn3ccccc3n2)cc1)c1ccccc1	-11	-5%	i	-5%	-10%
33	Cn1cc([C@@H]2C[C@H]3CN(Cc4cccc(Cl)c4)C(=O)[C@]34CCCN24)c(-c2ccccc2)n1	-7	u	-1%	7%	-25%
34	O=S(=O)(c1ccccc1)c1nc(-c2ccc(Cl)cc2Cl)oc1N1CCCCC1	x	7%	i	x	x
35	COc1cccc(CNC(=O)c2cc3c(=O)n(C)c4ccccc4c3n2C)c1	x	-2%	-40%[inhibitor]	x	-27%
36	CN(C)S(=O)(=O)c1ccc(Cl)c(C(=O)NNC(=O)Cn2ccc(C(F)(F)F)n2)c1	49	2%	i	3%	11%
37	O=C(NC(=S)N1CCCc2ccccc21)c1ccccc1	14	-7%	-7%[57.5 µM]	-4%	-3%
38	CC(NC(=O)C(C)(C)C)c1nc2ccccc2n1C (stereo not drawn)	-16	-1%	-2%	0%	-8%
39	Cc1cc(C)n(-c2nc3ccccc3nc2N2CCN(c3cccc(C(F)(F)F)c3)CC2)n1	x	2%	i	x	-4%
40	COC(=O)c1c(NC(=O)Cc2cccs2)sc(C(=O)NC2CCCCC2)c1C	-12	-13%	i	-4%	14%
41	Cc1c(C(=O)OC(C)C)sc(NC(=O)C2c3ccccc3Oc3ccccc32)c1C(=O)OC(C)C	x	12%	i	x	-13%
42	CC(NC(=O)CN1C(=O)NC2(CCCCCC2)C1=O)c1ccccc1 (stereo not drawn)	-27	-4%	-14%	-6%	-8%
43	COc1cccc(C2(O)CCN(C(=O)Cc3cccnc3)CC2)c1	43	-11%	i	0%	7%

cpd	GLP1R inv ag	DRD3 agonist	GLP-1R agonist	TDP-43 yeast inh
31	13%	-1	4%	-15%
32	56%[activator]	0	30%	-20%
33	u	-7	6%	-7%
34	2%	-2	x	17%
35	2%	2	0%	-7%
36	-5%	6	-15%	-2%
37	-21%	4	-13%	19%
38	-3%	-5	-4%	-11%
39	3%	6	x	28%
40	1%	6	2%	-13%
41	8.9µM*	-8	x	22%
42	8%	-12	0%	-5%
43	-1%	-4	3%	-12%
